Screens as filed in PubChem BioAssay.
Gal4-VP16 FLuc = inhibits Gal4-VP16 luciferase reporter, ROR gamma counter-screen; Drosophila S2 Gal4-VP16 UAS-luciferase, luminescence, 20 h; Potency, µM (titrated, usually from 53.6 µM), for inactives: at the highest dose activity, negative = inhibition, usual class: inhibitors; actives 3.5% (n = 310,000); AID 2546;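 also: Gal4-VP16 expression switched on by copper sulfate through the metallothionein promoter; % is scaled to controls: 0 for no effect and ±100 for the full control effect; nearly all actives have a fitted effect of over 50% in size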
p53 reactivator = mutant p53 re-activation in reporter cells. H1299 p53-A138V BP100-luciferase reporter, luminescence, 24 h. Potency, µM (highest dose often 92.2 µM), for inactives: at the highest dose activity change, positive = activation, most hits filed as activators. actives 0.063% (n = 320,000). AID 504706; also: % of control where 0% means no effect; nearly all actives have a fitted effect of over 45% in size
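p53-null H1299 cells stably carrying temperature-sensitive p53-A138V and a BP100-luciferase reporter were pinned with compounds (4-point, 1:5 series) and held 24 hrs at 37 deg C. Luminescence was read 10 min after detection reagent.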
BRCA1 expr act = activators of BRCA1 expression; actives 1.1% (n = 380,000); MCF7-BRCA1-FFLuc reporter, luminescence, 48 h; response scale: scaled: vehicle 0%, 10 µM genistein 100%; Potency, µM (series often up to 46.1 µM), inactives show at the highest dose activation, actives largely listed as activators; also: nearly all actives have a fitted effect of over 80% in size; some results filed as inactive show a strong effect at the top dose
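MCF7-BRCA1-FFLuc, 2000 cells/well; 2 h attach, 37 °C/5% CO2; compound 48 h; luciferase substrate 15 min; luminescence end-point. Norm. to genistein 10 microM max activation and DMSO; concentration-response curves fitted.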
ELG1 genotox = induces genotoxicity in HEK293T cells with luciferase-tagged ELG1. Potency, µM (highest dose often 46 µM), without a hit: at the top dose activity change, positive = activation, usual class: activators. actives 1.3% (n = 330,000). HEK293T ELG1-luciferase reporter, luminescence, 16 h; also: % of control where 0% means no effect; nearly all actives have a fitted effect of over 60% in size
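Reporter readout depends on ELG1 protein level, which increases with genetic stress. After 16 hr compound exposure at 37 °C, luciferase activity was quantified using ONE-Glo.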
CXXC DNA block = MLL CXXC-DNA interaction inhibition. actives 0.037% (n = 290,000). Q03164. AID 2662. MLL-CXXC / FITC-HOXA9 DNA fluorescence polarization. Potency, µM (series often up to 115 µM), for the others: at the highest dose activity change, negative = inhibition, hits mostly inhibitors; active = well fitted inhibition curve with a large enough effect in the polarisation, with a control signal flat, not every such curve was filed as active; inconclusive = small, poorly fitted or top-dose-only effect, or effect the other way, or a change in a side signal; inactive = no such curve, though single readings can be large or run the other way; the % refers to the polarisation
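Steps: dispense CXXC domain solution (7 uM) → pin compounds or unlabeled HOX-A9 DNA control → 5 min ambient → add FLSN-HOX-A9 solution (50 nM) → spin → 30 min ambient → fluorescence polarization. Tris pH 7.5/NaCl/DTT/BSA buffer.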
MBNL1 CUG block = blocks human MBNL1 binding to CUG repeat RNA; TR-FRET MBNL1-His/biotin-(CUG)12 binding, 665/545 ratio; AID 2675; Q9NR56; actives 0.036% (n = 280,000); Potency, µM (series often up to 57.5 µM), inactives show at the highest dose activity change, negative = inhibition, usual class: inhibitors; active = well fitted inhibition curve with a large enough effect in the signal ratio, with a control signal flat, not every such curve was filed as active; inconclusive = small, poorly fitted or top-dose-only effect, or effect the other way, or a change in a side signal; inactive = no such curve, though single readings can be large or run the other way; the % refers to the signal ratio; also: % is scaled to controls: 0 for no effect and ±100 for the full control effect
Target sequence (Q9NR56 whole entry, looked up): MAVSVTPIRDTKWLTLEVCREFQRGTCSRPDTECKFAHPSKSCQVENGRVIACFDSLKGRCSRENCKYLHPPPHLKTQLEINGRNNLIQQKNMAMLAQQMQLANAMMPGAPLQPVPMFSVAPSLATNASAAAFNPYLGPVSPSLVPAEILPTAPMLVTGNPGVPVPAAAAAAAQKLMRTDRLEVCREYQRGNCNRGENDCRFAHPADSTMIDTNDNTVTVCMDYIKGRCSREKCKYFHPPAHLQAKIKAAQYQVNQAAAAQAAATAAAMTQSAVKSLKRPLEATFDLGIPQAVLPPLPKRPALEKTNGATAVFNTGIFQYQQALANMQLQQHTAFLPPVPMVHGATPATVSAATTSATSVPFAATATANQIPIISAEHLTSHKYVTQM
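Inhibition of protein-RNA binding appears as loss of TR-FRET between terbium anti-His antibody on MBNL1-His and streptavidin-XL665 on biotin-(CUG)12. Activity is normalized to buffer-only and uninhibited-complex controls.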
uPA surface inh = inhibitors of cell surface uPA generation. cell surface uPA generation assay, qHTS. Potency, µM (top dose mostly 38.3 µM), inactives show top-dose activity change, negative = inhibition, usual class: inhibitors. actives 0.31% (n = 330,000). AID 540303; active = well fitted inhibition curve with a large enough effect; inconclusive = small, poorly fitted or top-dose-only effect; inactive = no such curve, though single readings can be large or run the other way; tested in mouse RAW 264.7 cells; also: % is scaled to controls: 0 for no effect and ±100 for the full control effect; nearly all actives have a fitted effect of over 55% in size
RORgamma inh = ROR gamma (mouse) transcription inhibition; P51450; AID 2551; Drosophila S2 Gal4-RORgamma UAS-luciferase reporter, 20 h; Potency, µM (highest dose often 53.6 µM), without a hit: at the highest dose activity change, negative = inhibition, most hits filed as inhibitors; actives 5.4% (n = 310,000); also: % is scaled to controls: 0 for no effect and ±100 for the full control effect; nearly all actives have a fitted effect of over 60% in size
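Drosophila S2 cells stably expressing Gal4-DBD/mouse RORγ fusion under metallothionein promoter plus UAS-luciferase; compound 1 h, then 700 uM CuSO4 induction for 20 h at ambient temperature; inhibition read as reduced luminescence.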
Rab9 prom act = activators of Rab9 promoter | Huh7 Rab9 promoter-luciferase reporter, luminescence, 24 h | Potency, µM (top dose mostly 9.22 µM), without a hit: at the top dose activation, negative = inhibition, hits mostly activators | actives 2.8% (n = 320,000) | AID 485297; also: % of control where 0% means no effect; nearly all actives have a fitted effect of over 60% in size
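Steps: seed 1500 Huh7 Rab9-luc cells per well, rest 2 h at 37 °C; add compound in DMSO; incubate 24 h; add luciferase reagent, 10 min ambient; read luminescence.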
FLuc counter = inhibits or activates purified firefly luciferase, miR-21 counter-screen; purified FLuc, Km substrates, luminescence inhibition; Potency, µM (series often up to 57.5 µM), inactives show at the highest dose activity change, negative = inhibition, actives largely listed as inhibitors; AID 588342; P08659; actives 6.9% (n = 360,000);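 also: plate controls were vehicle for no effect and reference inhibitor for full effect; nearly all actives have a fitted effect of over 55% in size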
Target sequence (P08659 whole entry, looked up): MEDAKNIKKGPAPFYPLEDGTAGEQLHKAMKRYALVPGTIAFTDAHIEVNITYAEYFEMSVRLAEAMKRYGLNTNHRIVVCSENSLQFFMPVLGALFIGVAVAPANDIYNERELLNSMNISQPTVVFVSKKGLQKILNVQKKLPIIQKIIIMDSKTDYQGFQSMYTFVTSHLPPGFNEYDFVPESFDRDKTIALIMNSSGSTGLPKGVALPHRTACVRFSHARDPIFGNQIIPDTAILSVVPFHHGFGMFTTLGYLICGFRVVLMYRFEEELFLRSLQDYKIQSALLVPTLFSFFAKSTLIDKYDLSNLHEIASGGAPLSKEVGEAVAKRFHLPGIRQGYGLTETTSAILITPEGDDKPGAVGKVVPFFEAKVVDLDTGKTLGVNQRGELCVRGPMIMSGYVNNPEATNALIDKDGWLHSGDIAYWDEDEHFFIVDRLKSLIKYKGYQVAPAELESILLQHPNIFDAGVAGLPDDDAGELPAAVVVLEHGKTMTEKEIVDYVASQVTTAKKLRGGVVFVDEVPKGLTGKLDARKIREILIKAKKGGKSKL
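Biochemical qHTS of compounds, final roughly 60 µM downward over six points, against 10 nM purified firefly luciferase using Km concentrations of substrates (10 uM D-luciferin, 10 uM ATP) in Tris acetate pH 7.5 buffer; luminescence output.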
NPC1 promoter act = activates the NPC1 promoter; Huh7 NPC1 promoter luciferase reporter, 24 h; Potency, µM (titrated, usually from 9.22 µM), without a hit: top-dose activation, hits mostly activators; actives 2.4% (n = 320,000); AID 485313;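 also: % of control where 0% means no effect; nearly all actives have a fitted effect of over 60% in size; reporter is driven by a mutant NPC1 promoter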
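Luminescence read-out of NPC1 promoter-driven luciferase in stably transfected Huh7 cells; compounds delivered in DMSO and left 24 h at 37C, 5% CO2, qHTS titration format.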
Numbers without * were called inactive; ? = inconclusive; . = no result given; [ ] = dose if it differs, or a comment. Unless noted, calls follow the shape of the dose curve; as a rule, active = well fitted curve in the direction sought with a large enough effect; inconclusive = small, poorly fitted or top-dose-only effect, or another doubt; inactive = no such curve, though single readings can be large; an effect the other way counts as inactive or inconclusive. Potency is read from the fitted curve at half-maximal effect. A portion of the library; rates above refer to the full screens.

SMILES | Gal4-VP16 FLuc | p53 reactivator | BRCA1 expr act | ELG1 genotox | CXXC DNA block | MBNL1 CUG block | uPA surface inh | RORgamma inh | Rab9 prom act | FLuc counter | NPC1 promoter act
COc1ccc(CCn2c(Br)nc3c2c(=O)[nH]c(=O)n3C)cc1 | -2% | 1% | -83% | -1% | 0% | -8% | . | 5% | -14% | -1% | -27%
COc1ccc(Nc2nc(Cl)nc(NCc3ccco3)n2)c(OC)c1 | -11% | -2% | -68% | -1% | -3% | 3% | 3% | -25% | 3% | 2% | 1%
N#Cc1ccc(NCCc2ccccn2)c([N+](=O)[O-])c1 | 11% | 3% | 28% | 6% | -1% | ? | -9% | 23% | 1% | -2% | 0%
O=Cc1ccc(OCc2cccc(C(F)(F)F)c2)cc1O | -2% | ? | -35% | 0% | -2% | -8% | 0% | 0% | 6% | ? | 1%
CC(c1ccccc1)N1C(=O)/C(=C/c2ccncc2)SC1=S (stereo not given) | 16µM* | -14% | -67% | ? | -6% | -7% | ? | ? | -11% | 4% | 2%
N#Cc1c(Nc2ccccc2)c(/C=N/NCCO)c[nH]c1=O | 7% | 7% | -11% | 5% | 7% | -15% | 1% | 0% | 0% | 0% | -7%
CN1Cc2cc(C(=O)c3ccccc3O)cnc2NC1=O | -7% | ? | -3% | 0% | 9% | 6% | -3% | 3% | -2% | -20% | -3%
Nc1ccc2[nH]ncc2c1 | -6% | 2% | -16% | -9% | -3% | ? | 2% | 3% | -43%[inhibitor] | -16% | -1%
COc1ccccc1/C=C\C=N\n1c(-c2ccc(Cl)cc2Cl)n[nH]c1=S | 10µM* | 7% | -29% | 1% | 7% | . | 6% | 7.9µM* | 1% | 3% | 0%
Cc1ccc(-c2nnc(-c3ccc(NC(=O)c4ccco4)cc3)o2)cc1 | 4% | 17% | 9% | 14% | 17% | 2% | -5% | ? | 1% | -8% | 7%
CC(=O)c1ccc(N2CCN(C(=O)Cc3n[nH]c(=O)c4ccccc34)CC2)cc1 | 5% | -5% | 4% | -5% | 16% | -3% | 4% | 11% | -9% | -4% | -7%
OCC1(Cc2ccc(Cl)cc2)CCN(Cc2ccc(F)c(F)c2)CC1 | -6% | -1% | -5% | -7% | 1% | -2% | -17% | -8% | -5% | 0% | -5%
O=C(NC1CCCCC1)C(c1ccncc1)N(C(=O)c1csnn1)c1ccccc1F (stereo not given) | -4% | 2% | -16% | 0% | -1% | 1% | -1% | 5% | -2% | -2% | -1%
O=C(CSc1nnc(-c2ccncc2)n1CCc1ccccc1)N1CCCC1 | -3% | 1% | . | 0% | -9% | -7% | . | 4% | -2% | 1% | -3%
Cc1nn(-c2ccccc2)c(Cl)c1C(=O)N1CCN(c2ncnc3c2cnn3-c2ccccc2)CC1 | ? | -16% | -83% | 3% | -5% | 9% | -16% | -29% | -4% | -1% | -6%
Cc1ccc2c(c1)N(CC(=O)N1CCN(C3CCCCC3)CC1)C(=O)CO2 | 2% | -4% | -6% | -2% | 4% | 3% | -1% | -17% | 0% | -1% | 0%
COc1cccc(/C=C/C(=O)N2CCN(S(=O)(=O)c3ccccc3)CC2)c1OC | 0% | 1% | 3% | -5% | -1% | 0% | -5% | ? | -1% | -15% | 3%
O=C(N1CCCCCC1)N1CCN(C(=O)N2CCOCC2)CC1 | -8% | 6% | -4% | 4% | 13% | 6% | -3% | -12% | -6% | 4% | -5%
COC(=O)C1CCN(C(=O)COc2ccc(Cl)cc2)CC1 | 5% | -5% | -5% | -2% | -2% | 5% | 3% | -15% | -4% | -2% | -1%
Cc1[nH]oc(=O)c1N=Nc1ccccc1 | -10% | 19% | -25% | -6% | -1% | 25% | -3% | -35% | 2% | -12% | -1%

Single records, from the list above. Order of values: Gal4-VP16 FLuc | p53 reactivator | BRCA1 expr act | ELG1 genotox | CXXC DNA block | MBNL1 CUG block | uPA surface inh | RORgamma inh | Rab9 prom act | FLuc counter | NPC1 promoter act
`Cc1ccc2c(c1)N(CC(=O)N1CCN(C3CCCCC3)CC1)C(=O)CO2` across the screens: 2% | -4% | -6% | -2% | 4% | 3% | -1% | -17% | 0% | -1% | 0%
`CC(c1ccccc1)N1C(=O)/C(=C/c2ccncc2)SC1=S` (stereo not given) across the screens: 16µM* | -14% | -67% | ? | -6% | -7% | ? | ? | -11% | 4% | 2%
`COc1ccc(CCn2c(Br)nc3c2c(=O)[nH]c(=O)n3C)cc1` across the screens: -2% | 1% | -83% | -1% | 0% | -8% | . | 5% | -14% | -1% | -27%
`OCC1(Cc2ccc(Cl)cc2)CCN(Cc2ccc(F)c(F)c2)CC1` across the screens: -6% | -1% | -5% | -7% | 1% | -2% | -17% | -8% | -5% | 0% | -5%
`O=Cc1ccc(OCc2cccc(C(F)(F)F)c2)cc1O` across the screens: -2% | ? | -35% | 0% | -2% | -8% | 0% | 0% | 6% | ? | 1%

Next part
SMILES | Gal4-VP16 FLuc | p53 reactivator | BRCA1 expr act | ELG1 genotox | CXXC DNA block | MBNL1 CUG block | uPA surface inh | RORgamma inh | Rab9 prom act | FLuc counter | NPC1 promoter act
CCCCCC(=O)Nc1ccc(N2CCN(CC)CC2)c(Cl)c1 | ? | ? | 80% | 18µM* | 5% | -12% | . | 44% | 28% | ? | ?
COC1CCCN(Cc2c(C(=O)N3CCN(C4CCCCC4)CC3)nc3ccccn23)C1 (stereo not given) | -17% | 8% | -11% | -5% | 6% | 4% | 6% | -9% | 11% | 6% | 1%
O=c1[nH][nH]c(-c2ccccc2)c1C=Nc1ccccc1Cl | -1% | -4% | -1% | -1% | -27% | -9% | 2% | -18% | 1%[1.84 µM] | ? | -3%
CC1CN(C(=O)C(C)N2CCN(c3ccccc3Cl)CC2)CC(C)O1 (stereo not given) | -10% | 0% | -4% | -4% | 6% | -7% | . | 17% | -6% | 1% | 1%
Nn1c(Nc2ccccc2)nc2sc3c(c2c1=O)CCCC3 | 5% | 9% | -73% | 10% | -2% | 0% | -2% | ? | 0% | 15µM* | 2%
NC(=O)Nc1ccc(C(=O)OCC(=O)Nc2sccc2C(N)=O)cc1 | . | 9% | 4% | 1% | . | . | -1% | . | 1% | ? | -7%
O=C(CCn1c(=O)oc2ccccc21)NCCN1CCOCC1 | 7% | -1% | 0% | -6% | -16% | -7% | -3% | -1% | 9% | 2% | 0%
CN(Cc1ccccc1)C(=O)CNC(=O)Cn1cnc2ccccc2c1=O | 0% | . | -37% | -4% | -2% | -10% | 9% | -25% | -1% | 3% | -2%
O=C1C(C=NCc2ccco2)=C(O)c2ccccc21 | -5% | ? | -10% | 5.2µM* | -9% | ? | -6% | 0% | 28% | 6.7µM* | 21%
COc1ccc(CCNS(=O)(=O)CCNC(=O)c2ccc3c(c2)OCO3)cc1OC | . | -3% | 0% | -2% | . | . | -2% | . | -3% | 3% | -1%
Cc1ccc(C2C3=C(CCCC3=O)Nc3[nH]c(=S)[nH]c(=O)c32)cc1 (stereo not given) | -5% | 8% | 1% | 2% | -3% | 8% | . | -9% | -2% | -10% | 0%
Cc1ccc(NC(=O)Cc2cn(C)c3ccccc23)cc1F | ? | 6% | 11% | 5% | 14% | 5% | -9% | 35% | -2% | ? | -1%
Cc1ccc(NC(=O)Nc2ccc3c(c2)OCO3)cc1F | ? | ? | 0.89µM* | 9.2µM* | 8% | 1% | -23% | 8% | 1.3µM* | 0.6µM* | 1.1µM*
COc1cc(NC(=S)NCCCN2CCOCC2)c(OC)cc1Cl | 5% | 0% | 2% | -5% | 18% | 1% | 0% | -23% | -2% | -1% | 2%
Cc1ccc(Cn2c(NC(=O)c3ccco3)nc3ccccc32)cc1 | 1.6µM* | 26% | -32% | 10% | 4% | 16% | -5% | 0.28µM* | 14% | 1% | 2%
Cc1ccc(S(=O)(=O)N2CCN(S(=O)(=O)N3CCCCCC3)CC2)cc1 | -1% | 2% | -24% | 1% | -9% | -16% | 2% | -14% | -15% | 1% | -2%
COC(=O)c1ccc(/C=N/NC(=O)CCSc2nc3ccccc3s2)cc1 | -14% | 2% | . | 11% | 12% | -2% | . | 5% | -9% | 0% | -4%
Cc1ccc(-n2c(=S)[nH]c3sc4c(c3c2=O)CCc2ccccc2-4)cc1 | 0.63µM* | -6% | -30% | 0% | 3% | 19% | 0% | 0.45µM* | 2% | 6% | -1%
O=C(Nc1ccc(S(=O)(=O)N2CCCC2)cc1)c1ccc(Br)o1 | 12% | -5% | -18% | -2% | 0% | -4% | 2% | 14% | -5% | -2% | -4%
